XBP1 UPR activ: activators of adaptive XBP1 UPR arm, primary screen, cell-based, CHO-XBP1 luciferase reporter, luminescence, uHTS; 330,000 compounds, 0.33% hits; activation, % at 20 µM; AID 463104, 2010; IRE1-XBP1 UPR activation; percent of tunicamycin response, DMSO as zero;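 active = versus positive control, 20 µM dose yields 30% or more activation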;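 also: 100% = tunicamycin at 10 µg/mL and 0% = DMSO only wells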
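Material – CHO cell line with stable XBP1 luciferase reporter · Buffer or medium – F12 plus 10% FBS · Compound – single point, 20 µM final compound, 1% DMSO · Schedule – 16-18 h cell attachment at 37 °C, then 6 h compound exposure · Signal – Steady-Glo luminescence read · Benchmarks – high control tunicamycin 10 µg/mL final, low control DMSO vehicle only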
Mdm2 MdmX PPI: inhibitors of human Mdm2-MdmX association, primary screen, cell-based, luminescence, split luciferase, SaOS-2, uHTS; SaOS-2 split-luciferase Mdm2/MdmX complementation; 330,000 compounds, 3% hits; AID 485346, 2010; inhibition, % at 8 µM;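 active = inhibition of at least 50% at 8 µM in the primary screen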
CHOP UPR activ: activators of apoptotic CHOP UPR arm, primary screen, cell-based, CHO-CHOP luciferase reporter, luminescence, uHTS; UPR activation; percent of tunicamycin response over DMSO baseline; activation, % at 10 µM; 330,000 compounds, 0.34% hits; AID 449763, 2010;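 active = at 10 µM dose, activation of 40% or more, normalized to positive control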;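 also: 100% = tunicamycin at 10 µg/mL and 0% = DMSO alone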
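System: CHO-CHOP luciferase reporter cell line; amount: 500 cells/well; buffer or medium: F12 medium containing 10% fetal bovine serum; incubation: 6 h compound exposure at 37 °C after overnight seeding; measured by: luciferase luminescence after 10 min with Steady-Glo reagent; evaluation: % reporter activation, DMSO baseline versus tunicamycin full activation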
Jurkat NFkB inh: inhibitors of induced NF-kB luciferase reporter, primary screen, TCR NF-kB activation inhibitor project, cell-based, luminescence, uHTS. Jurkat, PMA/ionomycin-induced NF-kB luciferase reporter. inhibition, % at 4 µM. 330,000 compounds, 0.53% hits. AID 435003, 2010; in the data active = inhibition above about 50%
CXCR6 inh: CXCR6 receptor inhibitors, primary screen, cell-based, beta-arrestin, luminescence, CHO-K1 PathHunter, 1536-well; 360,000 compounds, 0.36% hits; inhibition, % at 20 µM; C-X-C chemokine receptor type 6 (Homo sapiens), O00574; in the data active = inhibition above about 34%, passing the limit was not always enough;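 also: antagonist mode with CXCL16 agonist at 10 nM final; 0% = 10 nM CXCL16 with DMSO and 100% = unstimulated wells without agonist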
Target sequence (O00574 whole entry, looked up): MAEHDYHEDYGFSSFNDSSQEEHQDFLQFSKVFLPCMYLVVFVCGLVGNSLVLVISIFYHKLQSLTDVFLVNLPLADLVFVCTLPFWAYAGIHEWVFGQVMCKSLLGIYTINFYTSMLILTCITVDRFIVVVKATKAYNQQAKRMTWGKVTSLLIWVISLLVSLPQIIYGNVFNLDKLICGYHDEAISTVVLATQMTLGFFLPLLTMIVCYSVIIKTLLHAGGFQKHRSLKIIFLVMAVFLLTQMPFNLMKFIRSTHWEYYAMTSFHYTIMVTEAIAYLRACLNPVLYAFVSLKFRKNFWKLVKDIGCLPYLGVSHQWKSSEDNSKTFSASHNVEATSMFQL
697 NFkB inh: inhibitors of PMA/ionomycin-induced NF-kB reporter, 697 cells, primary screen, B-cell NF-kB inhibitor project, cell-based, luminescence, uHTS; 697 B-cell NF-kB luciferase reporter, 16 h; inhibition, % at 4 µM; 330,000 compounds, 0.33% hits; in the data active = inhibition above about 35%
EBI2 block: EBI2 receptor antagonists, beta-arrestin recruitment, primary screen, cell-based, luminescence, 7a,25-OHC stimulation, uHTS; inhibition, % at 5 µM; G-protein coupled receptor 183 (Homo sapiens), P32249; 360,000 compounds, 0.81% hits; 7a,25-OHC stimulated; in the data active = inhibition above about 38%;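 also: enzyme fragment complementation signal reports receptor beta-arrestin coupling in cells; 0% = agonist plus DMSO wells and 100% = wells without agonist; some results beyond the cut were filed as inactive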
Target sequence (P32249 whole entry, looked up, the tested form may be a part): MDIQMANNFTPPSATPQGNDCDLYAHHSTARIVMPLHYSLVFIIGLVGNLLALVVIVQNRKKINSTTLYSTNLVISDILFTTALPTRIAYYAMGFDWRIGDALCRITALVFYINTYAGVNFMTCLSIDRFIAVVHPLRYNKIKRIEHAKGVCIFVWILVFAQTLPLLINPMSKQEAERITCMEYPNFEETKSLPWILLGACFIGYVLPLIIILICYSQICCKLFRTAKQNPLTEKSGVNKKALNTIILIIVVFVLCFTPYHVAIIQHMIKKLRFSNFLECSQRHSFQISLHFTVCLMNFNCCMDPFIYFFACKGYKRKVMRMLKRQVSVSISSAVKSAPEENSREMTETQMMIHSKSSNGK
CCR6 antag: CCR6 receptor antagonists, primary screen, cell-based, CHO-K1, luminescence, beta-arrestin, uHTS; C-C chemokine receptor type 6 (Homo sapiens), P51684; CHO-K1 CCR6 PathHunter beta-arrestin, CCL20-stimulated; inhibition, % at 20 µM; 340,000 compounds, 0.49% hits;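 active = compounds whose inhibition of the agonist-driven luminescence signal at 20 µM reaches about 50%, limit read from the data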;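 also: cells stimulated with CCL20 at 14 nM final; plate controls were DMSO with CCL20 for no effect and DMSO without agonist for full effect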
Target sequence (P51684 whole entry, looked up): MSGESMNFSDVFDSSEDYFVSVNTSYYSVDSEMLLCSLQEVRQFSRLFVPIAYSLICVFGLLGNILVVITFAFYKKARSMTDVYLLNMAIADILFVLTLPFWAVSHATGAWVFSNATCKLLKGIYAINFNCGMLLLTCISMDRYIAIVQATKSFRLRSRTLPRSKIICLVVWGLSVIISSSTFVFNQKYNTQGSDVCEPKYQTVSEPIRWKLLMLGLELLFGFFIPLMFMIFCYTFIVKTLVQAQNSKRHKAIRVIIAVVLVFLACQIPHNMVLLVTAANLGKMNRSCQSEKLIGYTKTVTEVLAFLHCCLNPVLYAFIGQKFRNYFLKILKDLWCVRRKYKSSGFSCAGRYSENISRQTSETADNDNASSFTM
Gli-Sufu block: Gli-Sufu pathway antagonists, primary screen, luciferase luminescence, Sufu-KO-LIGHT cells, uHTS. Sufu-KO-LIGHT fibroblasts, Gli luciferase reporter luminescence. 340,000 compounds, 0.74% hits. inhibition, % at 5 µM;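 active = inhibition above about 55%, limit read from the data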;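 also: 0% = DMSO-treated cells and 100% = wells with medium but no cells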
The depositor's hits bear a star; nt = no result given; & = joins results of further samples.

SMILES	XBP1 UPR activ	Mdm2 MdmX PPI	CHOP UPR activ	Jurkat NFkB inh	CXCR6 inh	697 NFkB inh	EBI2 block	CCR6 antag	Gli-Sufu block
Nc1ccccc1C(=O)NNC(=O)C(=O)/C=C(\O)c1ccccc1	4	-34	2.2	-76	0	-105	1	7	-4
CC(=O)c1cccc(NC(=O)CNC(=O)c2cc3ccccc3o2)c1	-2	40	0.9	4	-2	-15	-2	9	6
O=C(N/N=C/c1ccc(OC2CSC2)cc1)c1ccc(CN2CCOCC2)cc1	-2	-15	1.2	13	-4	17	-8	-11	7
O=C(C1CCN(S(=O)(=O)c2cccnc2)CC1)N1CCN(c2cccc(Cl)c2)CC1	0	13	-1.4	8	1	8	7	14	19
Cc1c2n(c3ccccc13)CCC2=O	4	-7	1.4	2	-2	-3	-7	5	1
COc1ccccc1OCC(=O)N1CCN(C(=O)COc2ccccc2OC)CC1	-2	-9	1.6	7	2	13	-1	7	-21
COc1ccc(CN2C(CC(=O)Nc3cccnc3)c3ccc(C(F)(F)F)cc3S2(=O)=O)cc1 (configuration not stated)	0	23	0.9	nt	1	3	1	10	6
COc1ccc(C(=O)N/N=C(\C)c2ccc(NC(=O)Cc3ccccc3)cc2)c(OC)c1	-2	18	0.0	-7	-1	-21	7	9	-15
CC(C)(C)c1ccc(/C=C/C(=O)NC2CCS(=O)(=O)C2)cc1 (configuration not stated)	-2	-2	-0.9	-13	0	-4	-1	8	-7
CCC1CCCCN1C(=O)CSc1nnc2nc(C)cc(C)n12 (configuration not stated)	0	27	1.2	-2	-10	17	-8	-6	-5
CCOC(=O)CSc1nnc(CNc2nc(-c3ccccc3)cs2)n1C	0	13	2.7	-12	5	16	-11	3	1
CCCCCNC(=O)CN(c1ccc2c(c1)OCO2)S(C)(=O)=O	-1	-34	1.1	-1	1	18	-1	-4	-1
O=C(C[n+]1cc(-c2ccc(F)cc2)n2c1CCC2)Nc1nc(-c2ccccc2)cs1	-1	23	-1.8	0	-7	-37	-16	11	-3
CC(=O)c1sc(N/N=C\c2ccccc2O)nc1C	1	-89	8.8	-46	-2	-47	-3	-1	-25
C/C(=N\Nc1nc2ccccc2s1)c1ccc(Br)s1	3	10	0.6	-3	3	-37	22	-4	19
COCCNC(=S)Nc1ccc(N2CCCCC2)cc1	4	-7	-0.2	-15	1	-18	-4	-8	-12
CC(C)(C)CC(C)(C)N=C1Nc2ccccc2NC12C[C@H]1CCC(=O)N3CC[C@@H](C2)[C@@H]13 (some centres not stated)	nt	nt	nt	nt	-5	nt	-7	5	3
CC(C)OC(=O)c1cccc(NC(=O)c2ccccc2)c1	2	-41	9.5	-27	-7	-29	12	4	-25
COc1ccc(CN2CCC(=O)N(CCO)CC2)cc1OC	-2	11	-0.6	0	-1	18	-3	0	-10
NC1=NC[C@@H](Cc2ccc(O)cc2)N1CCc1cc(C(F)(F)F)cc(C(F)(F)F)c1	1	14	-0.5	12	-9	0	-5	6	-3
O=C(Cc1ccc(NC(=O)C2CCCN(C(=O)C3CC3)C2)cc1)Nc1ccc(C(=O)N2CCOCC2)cc1 (configuration not stated)	nt	nt	nt	nt	-3	nt	-13	5	9
Cc1c(N(C)C)nc2ccccc2c1N	-1	16	1.5	7	-6	8	-11	0	9
Cc1cc(C)c2c(c1C)C(=O)CCC2	nt	nt	nt	nt	-1	nt	2	7	2
CCOC(=O)[C@H]1[C@H]2COc3cc(OC)ccc3[C@@H]2N2C(=O)c3ccc(F)cc3NC(=O)[C@@]12C	0	17	0.9	17	5	22	6	4	3
O=C(NCC(=O)N1CCN(c2ccccc2O)CC1)c1ccc2c(c1)OCO2	-5	33	0.2	8	-3	11	-19	-28	-6

(more compounds)
SMILES	XBP1 UPR activ	Mdm2 MdmX PPI	CHOP UPR activ	Jurkat NFkB inh	CXCR6 inh	697 NFkB inh	EBI2 block	CCR6 antag	Gli-Sufu block
CC(Oc1ccc(F)cc1)C(=O)Nc1ccc2ccccc2c1 (configuration not stated)	-2	53*	2.3	-35	-2	-91	50*	-2	-4
CC(Cn1cncn1)C(=O)N1CCN(S(=O)(=O)c2ccc(Cl)cc2)CC1 (configuration not stated)	4	-11	0.3	2	-8	8	4	-1	-21
CCCCn1nnnc1NCc1ccc(OC)c(OC)c1OC	1	-31	0.0	9	1	10	3	-1	10
COc1ccc(/C=N/n2nnnc2N)cc1OC	5	25	0.7	10	7	10	7	-14	0
COc1ccccc1C(=O)Nn1c(C)nc2ccccc2c1=O	0	15	-1.3	-29	-5	-10	-21	6	-1
CCc1cc2c(=O)c(-c3cnn(-c4ccccc4)c3)coc2c(CN2CCOCC2)c1O	-1	-18	1.7	-11	17	-1	27	-2	6
COCCn1c(C)cc(C2=NNC(=Nc3ccc(Cl)cc3Cl)SC2)c1C	0	29	-0.1	-5	0	18	2	9	-3
COc1ccc(NS(=O)(=O)c2ccc3c(c2)CCN3C(=O)CCC(=O)O)cc1OC	-1	35	-2.2	-20	-12	5	-4	2	10
C=C(C)Cn1c(CN(C)Cc2ccccc2)nc2c1c(=O)n(C)c(=O)n2C	-3	18	-2.0	21	5	-24	-1	5	58*
COc1cccc(N2C(=O)C(CC(=O)Nc3ccccc3)N(C3CCCCC3)C2=O)c1 (configuration not stated)	-1	13	0.1	-7	-6	15	-9	13	2
CCCCC(=O)Nc1c(C)cc(C)cc1Cl	0	0	-0.7	-7	-5	-3	-12	14	-18
CSc1nnc(-c2cccn(Cc3ccccc3)c2=O)o1	-2	-9	1.9	-5	-9	11	-8	8	-2
CC(=O)/C(=N/Nc1ccc(Br)cc1)N1CCCc2ccccc21	3	7	0.4	12	9	-9	19	15	4
COc1ccccc1CNC(=O)C(=O)NCC(c1ccco1)N1CCOCC1 (configuration not stated)	-4	9	-0.8	-3	1	-5	3	5	4
Cc1ccc(N=Nc2ccc(N)cc2C)c(S(N)(=O)=O)c1	1	-42	2.9	-95	12	-25	-4	15	-34
COc1ccc(-c2sc3cc4c(cc3c2C#CC2(N)CCCCC2)OCO4)cc1	34*	79*	11	2	10	-30	5	-4	-46
O=C(Nc1cc([N+](=O)[O-])ccc1N1CCOCC1)c1ccco1	-1	13	-0.2	4	7	-2	6	7	28
c1ccc(CSc2ncn[nH]2)nc1	-1	23	0.4	-8	-3	1	5	1	0
COc1ccc(NCC(=O)Nc2ccc(Br)cc2F)c(OC)c1	-3	27	0.9	-10	-10	13	-1	-1	-6
Cc1c(Br)c([N+](=O)[O-])nn1CC(=O)NCCc1c[nH]c2ccccc12	1	14	0.1	-11	6	12	26	1	5
c1ccc2c(c1)nc(Nc1ccc3c(c1)OCO3)c1nnnn12	6	20	2.1	-33	-1	2	4	7	-13
O=C(Nc1c(Cl)cccc1Cl)C1CCN(C(=O)c2cccs2)CC1	0	-13	-2.1	11	6	-1	-11	8	-10
COc1ccc(S(=O)(=O)N2CCC(C(=O)N3CCCCC3)CC2)cc1OC	-2	4	0.8	15	-3	-18	-2	0	-22
CC1(c2ccc(Cl)c(Cl)c2)NC(=S)N2C1NC(=S)N2c1ccccc1 (configuration not stated)	2	-18	2.2	-11	9	26	16	14	-14
CCCn1c(NC(=O)c2ccccc2Br)nc2ccccc21	3	31	1.8	-22	18	-26	3	22	43

Next part
SMILES	XBP1 UPR activ	Mdm2 MdmX PPI	CHOP UPR activ	Jurkat NFkB inh	CXCR6 inh	697 NFkB inh	EBI2 block	CCR6 antag	Gli-Sufu block
COC(=O)c1ccsc1NC(=O)CN1C(=O)CCC1=O	3	3	-0.1	-7	4	-2	0	-6	-3
Cc1cc2ccc3ccccc3c2cc1CN(C)C	0	-8	7.0	-63	-12	-12	-9	4	-43
O=C(C1CCCN(Cc2cccnc2)C1)N1CCCCC1 (configuration not stated)	0	11	-2.4	-19	11	9	-2	0	1
CC(=O)c1sc(NC(=O)CCCOc2ccc(Cl)cc2)nc1C	-4	13	-0.1	2	-6	-9	-3	13	-31
COc1ccc(S(=O)(=O)N2CCN(C3CC4CCC3C4)CC2)cc1 (configuration not stated)	-2	12	1.2	3	-4	-2	-5	15	23
Cc1cc(C)c2nc(N3CCC(C(=O)NCCCN4CCCCC4)CC3)sc2c1	-1	84*	2.1	-8	-6	-11	-4	25	10
CCCC[C@@H]1CNC(=S)N1CC1CCCCC1	-1	-26	-0.8	-8	-8	-12	-2	17	7
COc1ccc(N/C(N)=N/c2nc(CSc3ccc(C)cc3)cc(=O)[nH]2)cc1	1	22	1.0	-3	-11	5	33	18	17
O=C(NCCc1ccccc1)c1ncn[nH]1	-2	9	-0.6	-8	-4	5	-1	-7	-4
CCCCC(=O)NCc1ccccc1Cl	5	24	0.8	4	5	11	-4	2	-1
COc1ccc(S(=O)(=O)Nc2c3ccccc3nc(=O)n2-c2ccccc2)cc1	0	-11	0.0	-38	3	-23	-18	-11	10
COc1cccc2c1OC1(C)CC2/C(=C(\C)O)C(=O)N1 (configuration not stated)	1	11	5.5	2	-5	13	-7	-7	-4
Cc1nnc(SC(C)C(=O)Nc2ccc(Cl)cn2)n1Cc1ccccc1 (configuration not stated)	-4	10	-1.9	-5	2	7	8	-3	nt
CCCCNc1c(-c2cccc(SC(C)CC)c2)nc2ccc(Cl)cn12 (configuration not stated)	2	5	0.1	-22	2&-3	-27	12&19	6	-14
O=C(CN1CCN(C(=O)c2ccccc2Cl)CC1)Nc1cccc(S(=O)(=O)N2CCCC2)c1	nt	nt	nt	nt	1	nt	-14	8	7
COc1cccc(/C=C/C(=O)OCC(=O)c2ccc(S(=O)(=O)N3CCCCC3)cc2)c1OC	-4	13	-1.4	-5	10	-3	17	39	-6
CCN(CC)c1nc(C(F)(F)F)nc2c1nnn2Cc1ccccc1	-7	14	-2.5	5	1	2	7	18	10
CCNC(=O)CSc1nnc(-c2cccs2)o1	-1	12	2.0	11	1	18	-2	3	-10
Cc1ccc(SCc2cc(=O)n3ccsc3n2)c(C)c1	-1	-87	3.4	-54	nt	-80	nt	nt	nt
CCOc1ccc(-c2c(C(=O)N/N=C/c3ccc(C)cc3)nnn2-c2nonc2N)cc1	-2	19	-0.2	-9	6	0	12	15	3
Cc1ccc(C)c(S(=O)(=O)N2CCN(C(=O)CCNS(=O)(=O)c3ccc(C)c(C)c3)CC2)c1	1	18	0.2	18	-3	3	7	-10	35

Reformatted with two lines to a compound: 3 of the compounds above
Results follow in this order: XBP1 UPR activ, Mdm2 MdmX PPI, CHOP UPR activ, Jurkat NFkB inh, CXCR6 inh, 697 NFkB inh, EBI2 block, CCR6 antag, Gli-Sufu block
> COc1cccc(/C=C/C(=O)OCC(=O)c2ccc(S(=O)(=O)N3CCCCC3)cc2)c1OC
→ -4, 13, -1.4, -5, 10, -3, 17, 39, -6
> CCN(CC)c1nc(C(F)(F)F)nc2c1nnn2Cc1ccccc1
→ -7, 14, -2.5, 5, 1, 2, 7, 18, 10
> CCNC(=O)CSc1nnc(-c2cccs2)o1
→ -1, 12, 2.0, 11, 1, 18, -2, 3, -10

Bioassay records: PubChem BioAssay, Sanford-Burnham Center for Chemical Genomics
